KOR beta-arrestin-1: kappa opioid receptor blockers – cell-based, luminescence, uHTS (AID 1778); KOR beta-arrestin recruitment, luminescence, antagonist mode; higher % means a stronger effect; inhibition, % at 10 µM; hits with a dose series show IC50 in µM; 290,000 compounds, 0.091% hits; also: strong numbers were not always called active
PMI inhibition: human PMI inhibitors, high substrate, primary screen, biochemical, fluorescence intensity, high mannose 6-phosphate (AID 1220); recombinant PMI enzyme, coupled fluorescence intensity; higher % means a stronger effect; inhibition, % at 20 µM, or IC50 in µM where a hit was titrated; 190,000 compounds, 0.66% hits
KOR beta-arrestin-2: KOR agonists, beta-arrestin recruitment, primary screen, cell-based, luminescence, uHTS (AID 1777). activation, % at 10 µM; hits with a dose series show EC50 in µM. 280,000 compounds, 0.02% hits. KOR beta-arrestin recruitment, luminescence; higher % means a stronger effect; in the data active = activation above about 50%, passing the limit was not always enough; also: a part of the inactive calls stands beside numbers as strong as those of hits
XIAP antagonists: small molecules displacing peptide from XIAP – biochemical, IAP family, fluorescence polarization (AID 1018); displacement, % at 20 µM; hits with a dose series show IC50 in µM; 200,000 compounds, 0.007% hits; XIAP BIR domain, fluorescence polarization peptide displacement; higher % means a stronger effect; in the data active = displacement above about 50%; also: a part of the inactive calls stands beside numbers as strong as those of hits
TNAP activators: stimulation of alkaline phosphatase TNAP activity – biochemical, luminescent, no phosphate acceptor, uHTS, primary screen (AID 1001). purified TNAP, luminescent activation assay, no phosphate acceptor; higher activation fold means a stronger effect. activation fold at 20 µM, or EC50 in µM where a hit was titrated. 200,000 compounds, 0.03% hits; in the data active = activation fold from about 3, or a potency from the dose series; inactive = the rest, 99 in 100 with activation fold below about 1.6; also: many of its hits are not listed in these tables
NOD1 inhibition: inhibition of NOD1-driven NF-kB reporter – cell-based, luminescence, uHTS, primary screen (AID 1578) | one-dose inhibition, % at 4 µM; EC50 in µM for titrated hits | 290,000 compounds, 1% hits | NOD1-driven NF-kB luciferase reporter cells, luminescence; higher % means a stronger effect; in the data active = inhibition mostly above about 36%, no sharp cut-off; inactive = mostly below about 34%;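 also: HEK-293T reporter cells stimulated with the NOD1 agonist gamma-tri-DAP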
HEK293 NOD2/NF-kB: inhibition of NOD2-driven NF-kB reporter – cell-based, luminescence, uHTS, HEK293 (AID 1566); HEK293 NOD2/NF-kB luciferase reporter, luminescence; higher % means a stronger effect; inhibition, % at 4 µM, or EC50 in µM where a hit was titrated; 290,000 compounds, 0.63% hits; also: many of its hits are not listed in these tables
human PMI inhibition: inhibitors of human PMI, primary screen, biochemical, fluorescence intensity, coupled assay (AID 1209). purified PMI enzyme, coupled fluorescence intensity; higher % means a stronger effect. 190,000 compounds, 0.42% hits. one-dose inhibition, % at 20 µM; IC50 in µM for titrated hits;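 also: plate controls were DMSO vehicle for no effect and wells lacking substrate for full effect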
LYP phosphatase: inhibitors of LYP phosphatase, biochemical, fluorescence intensity, uHTS (AID 1779) | inhibition, % at 11.5 µM, or IC50 in µM where a hit was titrated | recombinant LYP phosphatase, fluorescence intensity; higher % means a stronger effect | 290,000 compounds, 0.054% hits;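 also: plate controls were vehicle with enzyme for no effect and no enzyme for full effect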
Active calls of the source: *; nt = not tested or not shown; [ ] = dose if it differs, or a comment. Rule as the data show it, unless noted: active = inhibition above about 50%; inactive = the rest. Some of the compounds tested; the hit share may differ from the screen's.

PMI inhibition | LYP phosphatase | TNAP activators | human PMI inhibition | HEK293 NOD2/NF-kB | KOR beta-arrestin-1 | KOR beta-arrestin-2 | XIAP antagonists | NOD1 inhibition | Structure
-19% | 4% | 1.2 | -14% | -15% | -24% | 2.3% | -3.3% | -35% | Cc1ccc(NC(=O)CC2C(=O)N(Cc3ccccc3)C(=S)N2NC(=O)c2ccccc2)c(C)c1 (stereo not given)
16% | -9% | 0.7 | 5% | 6% | -2% | 1.7% | -5.3% | -6% | CN1CCN(C(=S)Nc2cc([N+](=O)[O-])ccc2Cl)CC1
nt | -6% | nt | nt | 1% | -9% | 1.1% | nt | -13% | CCCCOC(=O)C1=C(C)NC(=O)NC1c1ccc(OC)cc1 (stereo not given)
2% | 2% | 1.1 | 2% | 12% | -2% | -2.0% | -0.2% | -2% | CCOC(=O)c1ccc(NC(=O)Cn2nnc(-c3ccccc3F)n2)cc1
nt | -11% | nt | nt | 12% | -8% | -1.8% | nt | -1% | CCS(=O)(=O)c1nc(S(=O)(=O)c2ccc(Cl)cc2)c(N2CCN(CCO)CC2)s1
nt | -7% | nt | nt | 16% | 18% | -3.3% | nt | -4% | CCOC(=O)c1ccc(Oc2cn[nH]c2-c2ccc(OCC(=O)NN)cc2O)cc1
nt | -7% | nt | nt | -49% | 19% | -3.5% | nt | -53% | Cc1ccccc1NC(=O)Nc1ccc2c(c1)CCC2
nt | 3% | 1.1 | nt | 5% | -36%[20 µM] | nt | -5.9% | -39% | COc1ccc(-c2noc(C3CCCN(C(=O)Nc4ccccc4)C3)n2)cc1 (stereo not given)
15% | 9% | 1.1 | 18% | -10% | 6% | 79% | -7.9% | 5% | COc1cc2c(cc1NC(=O)CSc1nnc(Cc3cccs3)n1Cc1ccco1)oc1ccccc12
nt | -8% | nt | nt | 2% | 12% | -2.8% | nt | -4% | CCn1cc(C(=O)N[C@@H](C)C(=O)OC)c(=O)c2cc3c(cc21)OCO3
nt | -4% | nt | nt | 14% | 10% | nt | nt | -4% | O=C(/C=C/c1ccco1)Nc1cccnc1Cl
10% | -3% | 1.1 | 10% | 0% | 2% | -2.5% | -2.3% | -25% | CC(=O)c1cccc(NC(=O)c2cc(Cl)sc2Cl)c1

PMI inhibition | LYP phosphatase | TNAP activators | human PMI inhibition | HEK293 NOD2/NF-kB | KOR beta-arrestin-1 | KOR beta-arrestin-2 | XIAP antagonists | NOD1 inhibition | Structure
-6% | -8% | 1.1 | 3% | -6% | -31% | 3.4% | 0.7% | -7% | O=C1N(CC(=O)N2CCc3ccccc32)CCN1Cc1ccc(Cl)cc1
11% | 1% | 1 | 18% | 3% | -20% | 2.8% | -3.3% | 13% | Cc1nn(Cc2ccc(C(=O)N3c4ccc(F)cc4CCC3C)o2)c(C)c1Br (stereo not given)
36% | 0% | 0.8 | 15% | -23% | -22% | 0.8% | -3.5% | -55% | O=C1N=c2ccccc2=C1c1c(O)n(-c2cccc(F)c2)[nH]c1=O
2% | -5% | 1.1 | 8% | -7% | 6% | -2.6% | -3.7% | 15% | C/C(=N\OC(=O)c1c(-c2c(F)cccc2Cl)noc1C)c1nccs1
nt | -6% | nt | nt | 3% | 3% | 1.7% | nt | -12% | CC(=O)N(c1cccc(C(F)(F)F)c1)c1nc(/C=C/C(=O)O)cs1
-2% | 0% | 1 | -2% | -12% | -11% | 3.3% | -4.5% | -12% | COc1ccc(N(C)C(=O)c2ccc3snnc3c2)cc1
-10% | 3% | 1.2 | -8% | 19% | 9% | -3.9% | -3.0% | -24% | CNC(=O)CCSSCCC(=O)NC
-17% | -4% | 1.1 | -18% | 7% | -24% | -5.6% | -4.9% | -15% | Cc1cc(N2C(=O)c3ccc(C(=O)NCc4ccccc4)cc3C2=O)no1
-1% | -7% | 1.1 | -1% | 16% | 19% | 2.9% | -5.6% | 17% | Cn1c(=O)c2c(nc(SCCNS(=O)(=O)c3ccccc3)n2C)n(C)c1=O
nt | -1% | nt | nt | 4% | 3% | -2.3% | nt | -42% | Cc1ccnc(NC(=O)CCC(=O)N(CC(=O)NCc2ccc(F)cc2)CC2CCCO2)c1 (stereo not given)
-17% | -3% | 1.2 | -17% | -3% | -18% | 2.3% | -0.8% | -16% | N#CCCn1c(SCC(=O)Nc2ccc(N3CCOCC3)cc2)nc2ccccc21
0% | -8% | 1.1 | -9% | 11% | -12% | -3.9% | -2.6% | -25% | CSc1nnc(C)c(=O)n1COC(=O)COc1ccc(Cl)cc1Cl

PMI inhibition | LYP phosphatase | TNAP activators | human PMI inhibition | HEK293 NOD2/NF-kB | KOR beta-arrestin-1 | KOR beta-arrestin-2 | XIAP antagonists | NOD1 inhibition | Structure
-2% | -9% | 1.1 | 3% | 4% | -6% | 6.9% | -6.0% | 33% | CCCCN(CCCC)S(=O)(=O)c1ccc(NC(=O)CN2CCOCC2)cc1
9% | -9% | 1.1 | 7% | 13% | 22% | -2.6% | -2.8% | 7% | Cc1cc(NC(=O)CSc2ncn(-c3ccccc3)n2)no1
1% | -7% | 1.2 | 5% | 11% | -11% | -2.2% | -10% | -45% | COc1ccc(C(=O)NNC(=O)CSc2nnc(-c3ccc(O)cc3)n2C)cc1
-7% | 2% | 1.1 | 3% | 20% | 10% | -0.9% | -6.6% | -2% | Cc1ccc(S(=O)(=O)NC2OC(=O)C(Cl)=C2Cl)cc1 (stereo not given)
10% | -7% | 1.1 | 6% | 3% | -4% | -3.5% | -6.6% | 2% | CCOc1ccc(CCNC(=O)c2[nH]c(C)c(C(C)=O)c2CC)cc1OCC
nt | -6% | nt | nt | 14% | 36% | 6.0% | nt | -6% | CCn1cc(C(=O)N[C@H](C(=O)NCCCOC)C(C)C)c(=O)c2cc3c(cc21)OCO3
nt | 1% | nt | nt | -2% | 3% | 3.8% | nt | -12% | O=C(O)c1cccc(S(=O)(=O)N2CCC(n3nnc4cc(C(F)(F)F)ccc43)CC2)c1
2% | -9% | 1.2 | 4% | 12% | -7% | 0.6% | -7.2% | -1% | NS(=O)(=O)c1ccc(CCNC(=S)Nc2ccccc2)cc1
-10% | -2% | 1 | 1% | -9% | -64% | 0.3% | -4.7% | 25% | CCOCCCNC(=O)c1ccc(N(C)S(=O)(=O)c2ccc(OC)cc2)cc1
nt | -9% | nt | nt | 16% | -76%[20 µM] | -3.4% | nt | -8% | C=CCNc1nc2c(c(=O)[nH]c(=O)n2C)n1CC(O)COc1ccc2ccccc2c1 (stereo not given)
3% | 0% | 1 | 6% | 11% | 0% | -0.4% | -3.5% | -5% | Cc1ccc(-c2[nH]c3ccccc3c2SCCNC(=O)c2cc3ccccc3oc2=O)cc1
6% | -3% | 1.1 | -4% | 11% | 2% | 3.8% | 1.0% | -22% | CCCS(=O)(=O)c1c(S(=O)(=O)CCC)c2c(C)cccn2c1C(N)=O

PMI inhibition | LYP phosphatase | TNAP activators | human PMI inhibition | HEK293 NOD2/NF-kB | KOR beta-arrestin-1 | KOR beta-arrestin-2 | XIAP antagonists | NOD1 inhibition | Structure
2% | -6% | 0.9 | -6% | -17% | -24% | 8.2% | -5.0% | 42% | COc1ccc(C(=O)NCC2CCCO2)cc1 (stereo not given)
-13% | 6% | 1.4 | -48% | 12% | -69%[20 µM] | 6.6% | -20% | -23% | CCN1/C(=N\N)c2cccc3cccc1c23
nt | -2% | nt | nt | 14% | -10% | 0.0% | nt | -9% | CN1/C(=C/C=C(C#N)C#N)C=Cc2ccccc21
1% | -5% | 1.1 | 2% | 13% | 5% | 0.1% | -3.7% | 5% | Cc1nnc(SCC(=O)NCc2ccco2)n1-c1ccc(F)cc1
6% | -2% | 1.1 | 0% | -12% | 23% | -0.7% | 5.5% | -10% | CC(C)NC(=O)COC(=O)c1ccccc1C(=O)c1ccccc1
-9% | -6% | 1.2 | -10% | -10% | -23% | -0.5% | 1.9% | -25% | Cc1ccc(C2=NNC(C(O)C(O)C(O)C(C)O)S2)cc1 (stereo not given)
14% | 0% | 1 | 12% | -7% | -4% | 0.1% | -6.6% | -21% | O=C1NCC(NC(=O)C(F)(F)F)c2cc3c(cc21)OCO3 (stereo not given)
nt | -6% | nt | nt | 18% | 31% | 1.4% | nt | -5% | CCOC(=O)CC(=O)NC(C)(C)CCCCC(C)(C)NC(=O)CC(=O)OCC
nt | -16% | nt | nt | 15% | -1% | 0.8% | nt | -12% | Cc1cc(OCC(=O)NCC(O)c2ccccc2)c2c(C)cc(=O)oc2c1 (stereo not given)
9% | -2% | 2 | 2% | 8% | 12% | -4.7% | -5.4% | -12% | Cc1n[nH]c(=O)nc1N/N=C/c1ccco1
27% | -2% | 1 | 22% | -4% | -2% | 6.0% | -4.3% | -23% | CC(=O)O/N=C(/c1nonc1N)N1CCN(c2ccc([N+](=O)[O-])cc2Cl)CC1
17% | 6% | 1.2 | 0% | 38% | -14% | 0.4% | 0.7% | 4% | Cc1nnc(-c2ccccc2)c(=O)n1/N=C/c1c(O)ccc2ccccc12

PMI inhibition | LYP phosphatase | TNAP activators | human PMI inhibition | HEK293 NOD2/NF-kB | KOR beta-arrestin-1 | KOR beta-arrestin-2 | XIAP antagonists | NOD1 inhibition | Structure
nt | -19% | nt | nt | -21% | 18% | -4.5% | nt | -15% | COc1ccc(-c2nc3c(s2)CN(S(C)(=O)=O)CC3)cc1OC
-2% | -7% | 1.2 | -16% | 10% | 14% | -1.4% | 8.1% | -26% | CCn1c(CSc2nnc(-c3ccncc3)n2CCOC)nc2cc(C(=O)O)ccc21
-7% | -2% | 1.3 | 0% | 15% | 52% | -1.9% | -7.5% | -9% | C=CCNC(=S)NNC(=O)COc1ccc(Br)cc1
4% | -6% | 1.1 | 4% | 16% | -32% | 3.7% | -3.6% | -20% | Cn1c(=O)oc2cc(S(=O)(=O)N3CCC(C(=O)NCc4ccc(F)cc4)CC3)ccc21
nt | -4% | nt | nt | 17% | -12% | 1.3% | nt | -10% | O=C(COc1ccc(Cl)cc1)NC(=S)Nc1ccccc1N1CCOCC1
nt | -4% | nt | nt | 22% | -27% | 0.0% | nt | 7% | Cc1cc(C)c2c(=O)cc(C(=O)NCc3ccccc3)oc2c1
-5% | -4% | 1.1 | -8% | -12% | -10% | 3.8% | -4.1% | 0% | CC(O)C(NS(=O)(=O)c1ccc(Cl)cc1)C(=O)OCC(=O)Nc1cccnc1Cl (stereo not given)
7% | -2% | 1.1 | 16% | -43% | -72%[20 µM] | nt | -9.5% | -16% | CCOC(=O)N1CCN(C(=O)c2ccccc2N(Cc2ccccc2)S(=O)(=O)c2ccc(OC)cc2)CC1
21% | -7% | 1.1 | 17% | 0% | 0% | 0.0% | -3.9% | -27% | CC(C)N1CCC(N2CCN(C/C=C/c3ccccc3)CC2CCO)CC1 (stereo not given)
1% | -3% | 1.1 | -3% | 19% | 16% | 2.8% | 1.0% | -18% | COc1ccc(C(=O)NCC(c2cccnc2)N2CCN(c3ccccc3)CC2)cc1OC (stereo not given)
nt | -11% | nt | nt | -32% | -30%[20 µM] | 4.3% | nt | -25% | NS(=O)(=O)c1ccc(-c2ccc(/C=C3\C(=O)Nc4ccccc43)o2)cc1

Full records from above:
`CCn1c(CSc2nnc(-c3ccncc3)n2CCOC)nc2cc(C(=O)O)ccc21` is listed with PMI inhibition = -2%; LYP phosphatase = -7%; TNAP activators = 1.2; human PMI inhibition = -16%; HEK293 NOD2/NF-kB = 10%; KOR beta-arrestin-1 = 14%; KOR beta-arrestin-2 = -1.4%; XIAP antagonists = 8.1%; NOD1 inhibition = -26%
`COc1ccc(-c2nc3c(s2)CN(S(C)(=O)=O)CC3)cc1OC` is listed with PMI inhibition = nt; LYP phosphatase = -19%; TNAP activators = nt; human PMI inhibition = nt; HEK293 NOD2/NF-kB = -21%; KOR beta-arrestin-1 = 18%; KOR beta-arrestin-2 = -4.5%; XIAP antagonists = nt; NOD1 inhibition = -15%
